Compound activity: PubChem BioAssay, several laboratories
HIF act = HIF pathway transcriptional activation. U2OS HRE-luciferase reporter, luminescence; normalized: DMSO 0%, desferrioxamine 100%. activation, % at 7.5 µM (by protocol). 300,000 tested, 0.32% active;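 active means mean activation of at least 10% of the iron chelator positive control signal, with at least half of replicates also reaching 10%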
TRPC6 inh = inhibitors of mouse TRPC6 channel. Q61143. HEK293-TRPC6, membrane potential dye, ACh-evoked depolarization; active compounds read low. B-score at 10 µM. 310,000 tested, 1.1% active. AID 2553;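 active means B-score under library mean minus 3 SD, initial fluorescence not abnormally high, positive integrated signal ratio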;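 further: B-score derived from integrated fluorescence ratio over the kinetic read; more negative B-score means stronger inhibition of depolarization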
Target sequence (Q61143 whole entry, looked up): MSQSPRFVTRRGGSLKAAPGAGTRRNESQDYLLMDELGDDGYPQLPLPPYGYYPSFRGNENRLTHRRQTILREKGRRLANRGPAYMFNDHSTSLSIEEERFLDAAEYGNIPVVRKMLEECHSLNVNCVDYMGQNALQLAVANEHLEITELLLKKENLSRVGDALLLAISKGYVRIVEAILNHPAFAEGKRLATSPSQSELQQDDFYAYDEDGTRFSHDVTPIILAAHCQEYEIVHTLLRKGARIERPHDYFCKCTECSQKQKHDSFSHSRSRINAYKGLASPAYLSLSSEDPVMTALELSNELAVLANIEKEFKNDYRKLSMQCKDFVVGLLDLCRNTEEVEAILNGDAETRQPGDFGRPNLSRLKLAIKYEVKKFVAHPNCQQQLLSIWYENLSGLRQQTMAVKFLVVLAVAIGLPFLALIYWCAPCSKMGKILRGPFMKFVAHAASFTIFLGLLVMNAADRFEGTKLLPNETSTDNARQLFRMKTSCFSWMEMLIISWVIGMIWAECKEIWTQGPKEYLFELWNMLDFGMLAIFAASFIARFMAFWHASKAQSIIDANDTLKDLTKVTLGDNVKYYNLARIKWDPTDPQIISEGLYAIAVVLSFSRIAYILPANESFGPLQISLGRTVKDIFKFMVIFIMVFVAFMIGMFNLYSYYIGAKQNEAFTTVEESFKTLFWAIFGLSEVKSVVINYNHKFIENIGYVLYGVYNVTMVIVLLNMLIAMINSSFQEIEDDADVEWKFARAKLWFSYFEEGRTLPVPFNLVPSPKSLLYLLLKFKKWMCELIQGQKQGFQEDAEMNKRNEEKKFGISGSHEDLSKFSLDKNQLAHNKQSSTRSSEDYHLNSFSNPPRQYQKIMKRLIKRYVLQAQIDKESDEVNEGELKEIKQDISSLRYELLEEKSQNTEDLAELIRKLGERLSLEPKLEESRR
MrgX1 ag = human MrgX1 receptor agonism, primary screen | MrgX1-HEK293 cells, Fluo-4 calcium fluorescence, agonist mode; active compounds read high | AID 588627 | 310,000 tested, 0.44% active | B-score at 10 µM | Q96LB2;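 active means calcium response B-score plate-corrected fluorescence ratio at least 3 library SD, with starting fluorescence B-score inside 5 SD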
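Test system: HEK293 cells stably expressing human MrgX1 receptor; amount: 15,000 cells per well; doses: compound delivered in addition one of three; times: overnight plating before 1 h dye loading; detection: Fluo-4 NW calcium-flux fluorescence, kinetic read; read-out basis: B-scored fluorescence response ratio; controls: positive and negative controls per plate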
TRPC6 act = mouse TRPC6 channel activation; B-score at 10 µM; HEK293-TRPC6 membrane potential dye fluorescence; active compounds read high; 310,000 tested, 0.13% active; AID 2550;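 active means B-score of the integrated fluorescence ratio above library mean plus 3 SD, and starting fluorescence ratio within library mean plus 5 SD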;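 further: higher score means more depolarization so channel activation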
MrgX1 allo act = allosterically activates human MrgX1 receptor signaling | 310,000 tested, 0.63% active | B-score at 10 µM | MrgX1-HEK293, Fluo-4 calcium flux, FDSS; active compounds read high | Q96LB2;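 active means plate-corrected calcium response at least 3 library SD above typical, normal starting fluorescence, not activating the receptor alone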;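 further: compound read alongside a low EC10 to EC30 dose of BAM8-22 agonist; peak minus trough fluorescence over baseline measured at the second addition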
TRPC4 act = activators of mouse TRPC4 channel; Q9QUQ5; HEK293 TRPC4beta/mu-opioid, Fluo4 calcium fluorescence; active compounds read high; B-score at 10 µM; 310,000 tested, 0.49% active;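 active means B-score above 5 SD of library B-scores, and initial fluorescence ratio not above library mean plus 5 SD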;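 further: positive B-score marks a calcium rise read as TRPC4 activation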
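System – HEK293 cells stably co-expressing mouse TRPC4beta and mu-opioid receptor · Signal – Fluo4 calcium-sensitive dye fluorescence, kinetic, 1 Hz baseline · Benchmarks – buffer (low) and maximal DAMGO (high) · Read-out – B score of integrated fluorescence ratio per well · Incubation – dye loading 45 min room temperature, 110 s kinetic read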
TRPC4 PAM = allosterically enhances the mouse TRPC4 cation channel; Q9QUQ5; HEK293 TRPC4beta/mu-opioid, DAMGO EC20, Fluo-4 Ca2+ flux; active compounds read high; B-score at 10 µM; 310,000 tested, 0.42% active; AID 2227;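 active means B-score of calcium response area above 5 SD of library B-scores, with initial fluorescence ratio within 5 SD of library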;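 further: B-score of integrated fluorescence ratio over time as area under calcium response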
AI-2 QS modul = Vibrio harveyi AI-2 quorum sensing modulation | 300,000 tested, 0.4% active | Vibrio harveyi JMH597 AI-2 luminescence/OD600 ratio, 9 h; active compounds read low; strain lacks LuxN and CqsS sensors; 0 = neutral-control median | activity change, % at 7.5 µM; in the data active means activity change below about -75%, passing the limit was not always enough;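 further: luminescence divided by OD600 gain over 9 h not by final OD600 alone; inactives centre near 13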
PolyA inhibitor = blocks polyadenylation in yeast reporter cells; S. cerevisiae SKY197-pL101 polyadenylation reporter, beta-gal luminescence; efflux-impaired pdr1/pdr3 knockout yeast; score 100 = 6 SD above DMSO; calls only at 12 µM; 300,000 tested, 0.02% active; AID 1875;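 active means lowest replicate activity score at least 50, where 100 means six control SD above control mean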;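 further: yeast exposed to compound for 9 h at 30 °C; higher score means more reporter readthrough which indicates perturbed polyadenylation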
TRPC4 block = TRPC4 (mouse) channel inhibition. Q9QUQ5. 300,000 tested, 0.39% active. AID 2247. B-score at 10 µM. HEK293 TRPC4beta/mu-opioid, DAMGO-evoked Fluo4 calcium flux; active compounds read low;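 active means B-score over 3 SD under the library average, no early fluorescence shift, positive overall ratio signal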
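Assay system: TRPC4beta/mu-opioid receptor HEK293 cell line; compound dosing: single concentration per test compound; detection: Fluo4 Ca2+ flux fluorescence; evaluation: per-well B score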
MrgX1 antag = antagonists of human MrgX1 receptor. 310,000 tested, 1.3% active. MRGX1-HEK293 calcium flux, Fluo-4, BAM8-22 antagonism; active compounds read low. B-score at 10 µM;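 active means calcium-response B-score plate-corrected more than 3 library SD below zero, starting fluorescence within 5 deviations, no agonist response on first addition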;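 further: peak minus trough fluorescence over baseline after final BAM8-22 challenge near maximal dose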
* hit, by the source's call; i = inactive; nt = no result given.

SMILES | HIF act | TRPC6 inh | MrgX1 ag | TRPC6 act | MrgX1 allo act | TRPC4 act | TRPC4 PAM | AI-2 QS modul | PolyA inhibitor | TRPC4 block | MrgX1 antag
Cc1ccc(-n2c(SCC(=O)N3CCOCC3)nc(O)c(Cc3ccccc3)c2=O)cc1 | 0.3 | i | i | i | i | i | i | 5 | i | i | i
S=C(NCc1cccs1)Nc1ccc(Br)cc1Cl | 4.3 | i | i | i | i | i | i | 10 | i | i | i
Cc1onc(-c2c(Cl)cccc2Cl)c1C(=O)N1CCN(c2ncccn2)CC1 | 0.4 | i | i | i | i | i | i | 19 | i | i | i
O/N=C/c1cc2ccccc2n1Cc1ccccc1F | 0.0 | i | i | i | i | i | i | -26 | i | i | i
O=C(COc1ccc(Cl)cc1)NCc1nnc(SCC(=O)N2CCCCC2)o1 | -1.1 | i | i | i | i | i | i | 12 | i | i | i
CN(C(=O)COc1ccccc1)c1nnc(-c2cccnc2)s1 | 0.6 | i | i | i | i | i | i | 17 | i | i | i
COc1cccc(S(=O)(=O)NCc2ccc(C(=O)NCc3ccco3)cc2)c1 | 0.2 | i | i | i | i | i | i | 21 | i | i | i
COC(C(=O)NNC(=O)CCc1ccccc1)c1ccccc1 (stereo not given) | 0.3 | i | i | i | i | i | i | -15 | i | i | i
O=C(O/N=C1/CCCc2occc21)c1ccccc1 | 0.3 | i | i | i | i | i | i | -10 | i | i | i
COc1ccccc1-c1cc(C(=O)Nc2cc(C)n(Cc3ccc(Cl)cc3)n2)no1 | -0.4 | i | i | i | i | i | i | 33 | i | i | i
Cc1ccc(NC(=S)NC2CC3CCCC(C2)N3Cc2ccco2)cc1 (stereo not given) | -0.3 | i | i | i | i | i | i | 9 | i | i | i
O=C1c2cccc3cccc(c23)C(=O)N1c1nncs1 | 0.0 | i | i | i | i | i | i | 28 | i | i | i
CN(C)/C=C1\Oc2ccc3ccccc3c2C1=O | -0.1 | i | i | i | i | i | i | 4 | i | i | i
COC(=O)C1=C(C)NC(=O)CC1c1ccccc1F (stereo not given) | -0.1 | i | i | i | i | i | i | 11 | i | i | i
Cc1ccc(C(=O)NC(=S)NNC(=O)CC#N)cc1 | -0.1 | i | i | i | i | i | i | 22 | i | i | i
O=C(c1ccc(Cl)nc1)N1CCN(S(=O)(=O)c2ccc(Cl)cc2)CC1 | -0.1 | i | i | i | i | i | i | 17 | i | i | i
Clc1cc(Cl)cc(C2=NC(Cc3ccccc3)CO2)c1 (stereo not given) | -0.3 | i | i | i | i | 132* | i | 14 | i | i | i
CC(=O)N1CCc2cc(S(=O)(=O)NC(C(=O)Nc3nc(C)cs3)C(C)C)ccc21 (stereo not given) | -0.8 | i | i | i | i | i | i | 10 | i | i | i
CC(C)c1ccc(NC(=S)N2CCN(Cc3ccccc3)CC2)cc1 | 1.0 | i | i | i | i | i | i | 57 | i | i | i
Cc1c(NC(=O)Cc2cccs2)cccc1[N+](=O)[O-] | 0.0 | i | i | i | i | i | i | 24 | i | i | i
COc1ccc(NC(=O)CN(C)C(=O)c2ccc(N3CCCCCC3)c([N+](=O)[O-])c2)cc1 | -16 | i | i | i | i | i | i | 1 | i | i | i
CC(C)NC(=O)Cn1cnc2c(cnn2-c2ccc(F)cc2)c1=O | -0.3 | i | i | i | i | i | i | 10 | i | i | i
O=CN1CCN(c2ncnc3c2nnn3Cc2c(F)cccc2Cl)CC1 | -0.4 | i | i | i | i | i | i | 24 | i | i | i
CCN1CCN(c2c(Cl)cccc2NC(=O)c2ccc3nsnc3c2)CC1 | 1.7 | -9.6* | i | i | i | 63* | 19* | -4 | i | i | i
CCCN1CCN(C(=O)c2cc3c(s2)-c2ccccc2OC3)CC1 | 1.6 | i | i | i | i | i | i | 12 | i | i | i
Cc1ccc(-c2cc(C(=O)Nc3cccnc3)c3ccccc3n2)o1 | -0.2 | i | i | i | i | i | i | 16 | i | i | i
COc1ccc(CNc2cccc3[nH]c(C(F)(F)F)nc23)cc1OC | -32 | i | i | i | i | i | i | 25 | i | i | i
CCNC(=S)N1CCc2cc(OC)c(OC)cc2C1COc1ccc(F)cc1 (stereo not given) | 0.2 | i | i | i | i | i | i | 33 | i | i | i
Cc1ccsc1/C=N/NC(=O)CNC(=O)c1ccco1 | 0.8 | i | i | i | i | i | i | -28 | nt | i | i
Cc1cccc(NC(=O)COC(=O)c2cccc3c2C(=O)c2ccccc2C3=O)c1C | -0.6 | i | i | i | i | i | i | 9 | i | i | i
O=C(C[n+]1cccc(CNC(=O)c2ccc(OC(F)F)cc2)c1)Nc1cccc(C(F)(F)F)c1 | -0.6 | i | i | i | i | i | i | 8 | i | i | i
Cc1cc2oc(C(=O)Nc3c(C)n(C)n(-c4ccccc4)c3=O)c(C)c2cc1C | 0.5 | i | i | i | i | i | i | 1 | i | i | i
CCNC(=S)NNC(=O)c1cccn(Cc2ccc(Cl)cc2Cl)c1=O | 0.2 | i | i | i | i | i | i | 30 | i | i | i
Cn1c(=NC(=O)c2ccc(S(=O)(=O)N3CCCc4ccccc43)cc2)sc2cc(S(C)(=O)=O)ccc21 | -0.2 | i | i | i | i | i | i | 33 | i | i | i
COc1cc(C(=O)Nc2cc(-c3ccccc3)[nH]n2)cc(OC)c1OC | 0.0 | i | i | i | i | i | i | 12 | i | i | i
CCCc1cc(=S)n2c([nH]c3ccccc32)c1C#N | 0.3 | -13* | 30* | i | i | i | i | 40 | i | i | i
Cc1ccc(-n2nnnc2SCC(=O)c2c(N)n(CC(C)C)c(=O)n(C)c2=O)cc1 | -0.2 | i | i | i | i | i | i | 31 | i | i | i
N=C1/C(=C/c2ccc(Br)o2)C(=O)N=C2SC(CC(=O)N3CCCC3)=NN12 | -0.2 | i | i | i | i | i | i | 41 | i | i | i
CN(C(=O)c1ccc(NC(=O)Cc2ccccc2)cc1)c1ccccc1 | 0.5 | i | i | i | i | i | i | 2 | i | i | i
COc1cc(OC)cc(C(=O)N[C@H](C(=O)N2CCc3ccccc32)C(C)C)c1 | -0.6 | i | i | i | i | i | i | 25 | i | i | i

Next part; it opens with the three that closed the last part.
SMILES | HIF act | TRPC6 inh | MrgX1 ag | TRPC6 act | MrgX1 allo act | TRPC4 act | TRPC4 PAM | AI-2 QS modul | PolyA inhibitor | TRPC4 block | MrgX1 antag
N=C1/C(=C/c2ccc(Br)o2)C(=O)N=C2SC(CC(=O)N3CCCC3)=NN12 | -0.2 | i | i | i | i | i | i | 41 | i | i | i
CN(C(=O)c1ccc(NC(=O)Cc2ccccc2)cc1)c1ccccc1 | 0.5 | i | i | i | i | i | i | 2 | i | i | i
COc1cc(OC)cc(C(=O)N[C@H](C(=O)N2CCc3ccccc32)C(C)C)c1 | -0.6 | i | i | i | i | i | i | 25 | i | i | i
CCC1(C)Cc2c(sc3nc(SCC(=O)O)[nH]c(=O)c23)CO1 (stereo not given) | -0.2 | i | i | i | i | i | i | 18 | i | i | i
CCN1CCN(Cc2ccc(NC(=O)c3cc(NC(=O)c4cncc(-c5ccc(C#N)cc5)c4)cc(OC)c3)cc2C(F)(F)F)CC1 | -0.7 | i | i | i | i | i | i | 6 | i | i | i
CSCC[C@H](NC(=O)c1cccnc1)c1nnc2ccccn12 | 0.3 | i | i | i | i | i | i | 42 | i | i | i
CN(CCN(C)C(C)(C)C)C(=O)C(c1ccccc1)c1ccccc1 | 0.0 | i | i | i | i | i | i | 30 | i | i | i
Cc1nc(Oc2ccc(S(=O)(=O)N3CCOCC3)cc2Cl)c2c3c(sc2n1)CCCC3 | 0.8 | i | i | i | i | i | i | 25 | i | i | i
CC1CCCCN1C(=O)c1ccccc1OC1CCN(S(C)(=O)=O)CC1 (stereo not given) | 0.4 | i | i | i | i | i | i | 14 | i | i | i
CCOC(=O)c1cc(-c2cccc([N+](=O)[O-])c2)nc2[nH]c(=O)[nH]c(=O)c12 | 0.2 | i | i | i | i | i | i | 35 | i | i | i
Nc1ccc2oc3ccc(N)cc3c(=O)c2c1 | 1.3 | i | i | i | i | i | i | 10 | i | i | i
COC(=O)CCC(=O)Nc1sc(Cc2ccccc2)c(C)c1C(N)=O | -0.1 | i | i | i | i | i | i | 1 | i | i | i
Cc1ccc(C)c(N2CCN(C(=O)C3CCN(c4nnc(N5CCCC5=O)s4)CC3)CC2)c1 | -0.1 | i | i | i | i | i | i | 23 | i | i | i
CNC(=O)c1ccc(-c2ccccc2)s1 | nt | i | i | i | i | i | i | 6 | i | i | i
CCN(CC)CCNCc1cc(Cl)c(OCC(=O)Nc2ccccc2)c(OC)c1 | 0.3 | i | i | i | i | i | i | 0 | i | i | i
CCOc1ccccc1NC(=O)NNS(=O)(=O)c1cc(OC)ccc1OC | 0.1 | i | i | i | i | i | i | 8 | i | i | i
CCCNC(=O)Nc1nnc(C2CC2)s1 | -0.4 | i | i | i | i | i | i | 16 | i | i | i
COc1ccc(-n2c(C)csc2=S)cc1 | 15* | i | i | i | i | i | i | 5 | i | i | i
O=C(CN1C(=O)C2CCCCN2C(=O)c2ccccc21)Nc1ccc(F)cc1 (stereo not given) | -0.5 | i | i | i | i | i | i | -2 | i | i | i
O=C(Cc1ccc(Cl)cc1)c1c[nH]c(C(=O)NCc2cccnc2)c1 | 0.1 | i | i | i | i | i | i | -14 | i | i | i
CCn1c(=O)cc(OCC(=O)Nc2ccc3c(c2)OCCO3)c2ccccc21 | 0.1 | i | i | i | i | i | i | 1 | i | i | i
O=C(/C=C/c1ccccc1)c1ccc2c3c(cccc13)CC2 | 4.6 | i | i | i | i | i | i | -6 | i | i | i
OCCN(CCO)Cc1ccc(Br)cc1 | -0.4 | i | i | i | i | i | i | 19 | i | i | i
Cc1ccc(C(=O)N(C)CC(=O)Nc2ccc(F)c(F)c2F)o1 | nt | i | i | i | i | i | i | 19 | nt | i | i
Cc1cc(C(F)(F)F)nn1C(=O)c1cccnc1Cl | -0.2 | i | i | i | i | i | i | 16 | i | i | i

Some of the compounds tested; the hit share may differ from the screen's.
